Tb PYK inh – blocks Trypanosoma brucei pyruvate kinase | Q57TT1 | TbPYK enzyme, Kinase-Glo Plus ATP luminescence, 45 min | Potency, µM (top dose mostly 76.8 µM), inactives show at the highest dose activity, negative = inhibition, most hits filed as inhibitors | hit rate 0.12% among 410,000 | AID 624173; note: nearly all actives have a fitted effect of over 50% in size
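Glycolytic pyruvate kinase of T. brucei was incubated with substrate, test compound and 130 uM ADP for 45 minutes at room temperature. Luminescent Kinase-Glo Plus signal was measured after 10 minutes.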
HCV inhibitor – inhibitors of hepatitis C virus infection; Huh7.5.1 HCVcc-Cre infection, luciferase reporter, 44 h; Potency, µM (series often up to 41.8 µM), inactives show top-dose activity change, negative = inhibition, usual class: inhibitors; hit rate 3.4% among 340,000
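A cell-based infection assay in which seeded cells (1,000 per well) receive test compound after 4 h, are inoculated with HCVcc-Cre at approximately 0.5 moi, and are incubated 44 h before luminescence detection.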
* = called active by the depositor; ? = inconclusive; [ ] = another dose, or the depositor's remark. Calls come from the whole dose curve; as a rule, active = well fitted curve in the direction sought with a large enough effect; inconclusive = small, poorly fitted or top-dose-only effect, or another doubt; inactive = no such curve, though single readings can be large; an effect the other way counts as inactive or inconclusive. % is set by controls: 0 for no effect and ±100 for the full control effect; potency is the fitted concentration of half-maximal effect. Only part of the results is shown (hit frequency here may not be typical).

Sequence of screens: Tb PYK inh, HCV inhibitor
- COC(=O)c1cc(C)c(C)cc1NC1OC(CO)C(O)C1O (stereo unspecified)
→ 1%, 8%
- COc1cc2oc3ccc(C#Cc4ccccn4)cc3c(=O)c2cc1OC
→ 6%, ?
- Cc1cc(C)c(S(=O)(=O)Nc2cccc(C(=O)O)c2)cc1S(=O)(=O)Nc1cccc(C(=O)O)c1
→ -6%, 27%
- O=C(C=Cc1ccccc1O)c1ccccc1O
→ 5%, ?
- Cc1cc(NC(=O)COC(=O)c2c(C)c(C)c(C)c(C)c2C)no1
→ 10%, ?
- CC1CCCC(N2CCN(C(=O)c3ccc(F)cc3)CC2)C1 (stereo unspecified)
→ 3%, 16%
- CCOC(=O)C1Nc2ccccc2C2c3ccccc3CC12 (stereo unspecified)
→ -8%, ?
- COc1ccc(C=O)c(OCc2cn(CC(=O)c3ccc(O)cc3)nn2)c1
→ -7%, 31%[activator]
- Cc1noc(C)c1NC(=O)N(C)C[C@H]1Oc2ccc(NC(=O)NC(C)C)cc2C(=O)N([C@H](C)CO)C[C@@H]1C
→ -6%, 8%
- CCN(C[C@H]1N[C@@](Cc2ccccc2)(C(=O)OC)[C@H]2C(=O)N(C)C(=O)[C@@H]12)S(=O)(=O)c1ccc(OC)cc1
→ 4%, -9%
- Cc1ccc(N(C)S(=O)(=O)c2cccc(C(=O)OCC(=O)c3c(N)n(C)c(=O)n(C)c3=O)c2)cc1
→ 2%, ?
- CCN(CC(=O)NCc1ccc(Cl)cc1)C(=O)c1cc(S(=O)(=O)N2CCOCC2)ccc1C
→ -2%, ?
- Cn1c(=O)c2[nH]c(C3CC4CCC3C4)nc2n(C)c1=O (stereo unspecified)
→ -1%, -1%
- O=C(NN=C(c1ccccc1)c1ccccn1)c1ccccc1
→ -6%, 2.5µM*
- CCOC(=O)c1sc(NC(=O)CSc2nc(-c3ccco3)cc(C(F)(F)F)n2)c(C(=O)OCC)c1C
→ -1%, 5%
- O=C(C[C@@H]1C/C=C\C[C@H](NC(=O)OCC2c3ccccc3-c3ccccc32)C(=O)OC[C@H]2CCCN2C1=O)N[C@@H](CO)Cc1ccccc1
→ 0%, -18%
- C(=Cc1cccnc1)c1ccncc1
→ 7%, -3%
- O=[N+]([O-])c1ccc(NN=Cc2cccc3ccccc23)nc1
→ -8%, -28%
- C=CC[C@@H](CC/C=C/C=C/CC/C=C\[C@@H]1CSC([C@@H]2C[C@@H]2C)=N1)OC
→ -11%, ?
- O=C(Nc1cccc(C(=O)N2CCOCC2)c1)C1CC1
→ -1%, ?

4 entries from above, with each value named:
CC1CCCC(N2CCN(C(=O)c3ccc(F)cc3)CC2)C1 (stereo unspecified)
  Tb PYK inh = 3% | HCV inhibitor = 16%
CCOC(=O)C1Nc2ccccc2C2c3ccccc3CC12 (stereo unspecified)
  Tb PYK inh = -8% | HCV inhibitor = ?
COc1ccc(C=O)c(OCc2cn(CC(=O)c3ccc(O)cc3)nn2)c1
  Tb PYK inh = -7% | HCV inhibitor = 31%[activator]
Cc1noc(C)c1NC(=O)N(C)C[C@H]1Oc2ccc(NC(=O)NC(C)C)cc2C(=O)N([C@H](C)CO)C[C@@H]1C
  Tb PYK inh = -6% | HCV inhibitor = 8%

(listing goes on)
Sequence of screens: Tb PYK inh, HCV inhibitor
- CN(c1ccccc1)S(=O)(=O)c1ccc(NC(=O)CC(=O)c2ccccc2)cc1
→ 0%, ?
- CN(C)c1ccc(C=c2c3ccccc3n3c2cc(-c2ccc(Cl)cc2)[n+]3C)cc1
→ -5%, ?
- O=C1c2ccccc2C(=O)N1C1(C(=O)NC2(C(=O)O)CCCC2)CCCC1
→ 2%, 2%
- COc1ccccc1C(C(C(=O)c1ccccc1)N1CCOCC1)N1CCOCC1 (stereo unspecified)
→ 1%, 13%
- O=C1CC(=C2c3ccccc3-c3ccccc32)C(=O)N1CCN1CCN(c2cccc(Cl)c2)CC1
→ 7%, -5%
- CC(/C=C/c1ccc2c(c1)OCO2)=N/NC(=O)CNc1ccc(C)cc1
→ 3%, -26%
- CCc1ccc(/C(C)=N/NC(=O)C(O)c2ccccc2)s1 (stereo unspecified)
→ 1%, -16%
- O=C(COC(=O)C1CC2C=CC1C2)Nc1ccccc1[N+](=O)[O-] (stereo unspecified)
→ -2%, 32%[activator]
- Oc1ccccc1C=NNc1nc2ccccc2s1
→ 3%, ?
- COc1ccc(-n2c(=O)c3c4c(sc3n3cnnc23)CC(C)CC4)cc1 (stereo unspecified)
→ 3%, -19%
- O=C(OCC(=O)N1CCCCC1)c1cc(=O)[nH]c2ccccc12
→ 1%, -2%
- O=C(COC(=O)C12CC3CC(CC(O)(C3)C1)C2)Nc1ccc(Cl)c(S(=O)(=O)N2CCOCC2)c1
→ 10%, 0%
- O=C(Cc1cccc(NC(=O)C2CCN(C(=O)CCc3ccccc3)CC2)c1)Nc1cccc(C(=O)N2CCOCC2)c1
→ -9%, ?
- CC(C)(C)[C@@H]1COC(=O)[C@H](Cc2ccc(F)cc2)C/C=C\C[C@@H](CC(=O)N(CCO)Cc2ccccc2)C(=O)N1
→ 2%, -27%
- OC(Cc1ccnc2ccccc12)C(Cl)(Cl)Cl (stereo unspecified)
→ 9%, 11µM*
- CN1CCC(N(C)C(=O)c2cc(S(=O)(=O)N3CCOCC3)ccc2Cl)CC1
→ 2%, 7%
- CSc1ncccc1C(=O)OCC(=O)N1CCc2ccccc21
→ -3%, -3%
- CC(C)C[C@@H](CN1CCCC1CN1C(=S)NC[C@@H]1Cc1ccc(O)cc1)N1C[C@H](Cc2ccc(O)cc2)N(CC2CCCCC2)C1=S (stereo partly specified)
→ -1%, ?
- COc1ccc(CCNC(=O)c2ccccc2C(=O)NCCc2ccc(OC)c(OC)c2)cc1OC
→ 4%, -7%
- COc1ccc(NC(=O)CN(C)C(=O)C2CC(=O)N(CCc3ccc(OC)c(OC)c3)C2)cc1 (stereo unspecified)
→ -4%, 12%
- C[C@@H](NCCc1ccc(O)cc1)[C@@H](O)c1ccc(O)cc1
→ 1%, 6%
- COC(=O)C(C(=O)OC)C(CC(=O)c1ccc(Br)cc1)c1ccccc1 (stereo unspecified)
→ 5%, 1%
- COc1cccc(CNC(=O)COC(=O)c2ccc(Cl)s2)c1
→ -13%, 19%
- O=C(NC(=S)NC1CCC(O)CC1)c1ccco1 (stereo unspecified)
→ -4%, 25%
- CCOC(=O)C1=CN(Cc2ccco2)S(=O)(=O)N(C)C1c1ccccc1 (stereo unspecified)
→ -4%, 0%
- O=[N+]([O-])c1ccc(CSCc2ccc([N+](=O)[O-])cc2)cc1
→ -6%, 31%[activator]
- O=C1CN(Cc2ccccc2)CC(=O)N1
→ 8%, 0%
- CCOC(=O)Nc1cc2c(cc1[N+](=O)[O-])-c1ccccc1C2=O
→ -1%, -4%
- CCN(C(=O)COC(=O)/C(C#N)=C/c1ccc(N(C)C)cc1)C1CCS(=O)(=O)C1 (stereo unspecified)
→ -2%, 13%
- Cc1cc(Br)cc2c1N(C)C(=O)C2(c1ccc(O)cc1)c1ccc(O)cc1
→ 2%, 11%
- COc1ccc(CCNC(=O)c2cc(-c3ccco3)nc3ccccc23)cc1
→ ?, -4%
- COc1ccc(S[C@@H](CCN2CC[C@H](NC(=O)OCc3ccccc3)CCC2=O)c2ccccc2)cc1
→ 2%, ?
- Nc1ncnc2c1ncn2[C@@H]1O[C@H](CNCc2ccccc2)[C@@H](O)[C@H]1O
→ 0%, -13%
- COc1ccccc1CNC(=O)COC(=O)Cc1ccc(Br)cc1
→ 3%, 8%
- Cc1nn(CC(=O)N2CCc3ccccc32)c(C)c1S(=O)(=O)NC(C)(C)C
→ -6%, 7%
- COc1cc(OC)cc(C(=O)NNC(=O)CCC(=O)c2cc(C)sc2C)c1
→ 3%, -7%
- CCN(CC(=O)NCc1ccc(F)cc1)S(=O)(=O)c1ccc(Cl)s1
→ 2%, -12%
- CCc1ccc(OCC(=O)NNC(=O)c2ccc(-n3cncn3)c([N+](=O)[O-])c2)cc1
→ 4%, 13%
- Cc1ccc(CNC(=O)CSc2nc3ccccc3c(=O)n2CC2CCCO2)cc1 (stereo unspecified)
→ 0%, 8%
- CCOc1ccc(NC(=O)CN(C)C(=O)c2ccc3c(c2)S(=O)(=O)N=C2CCCCCN23)cc1OCC
→ -2%, 0%
- CC(Nc1nc(-c2ccc(F)cc2)cs1)c1nc2cc(C(F)(F)F)ccc2n1CCCO (stereo unspecified)
→ -22%, ?
- COc1[nH]c2ccc(F)cc2c1C(=O)OCC1CCN(CCNS(C)(=O)=O)CC1
→ 1%, ?
- CCC(CC)CN1CCC(CN2C(=S)NC[C@@H]2[C@@H](C)CC)CC1
→ 0%, -9%
- CCOc1ccc(N(C)S(=O)(=O)c2ccc(C)c(C(=O)N3CCN(Cc4ccc5c(c4)OCO5)CC3)c2)cc1
→ 0%, ?
- Cc1cc(/N=C/C=C2/N(C)c3ccccc3C2(C)C)n(CCC#N)n1
→ 2%, ?
- O=Cc1cc(N=Nc2ccc(S(=O)(=O)O)cc2)ccc1O
→ -21%, ?
- O=C(N/C(=C/c1ccccc1Cl)C(=O)N1CCCCC1)c1ccco1
→ -6%, 9%
- Cc1ccc(C(=O)NC(CCc2ccccc2)C(=O)O)cc1 (stereo unspecified)
→ -6%, -4%
- O=C(CSc1ccc2nnc(-c3cccs3)n2n1)N1CCOCC1
→ -13%, 4%
- COc1cccc(C2=CC(=O)CCC2)c1
→ 0%, -2%
- Cc1ccc(S(=O)(=O)N2CCN(C(=O)COC(=O)CNC(=O)c3ccc(Cl)cc3Cl)CC2)c(C)c1
→ 4%, 9%
- N#CC(C#N)=Cc1c[nH]c(=O)c(C#N)c1Nc1ccccc1
→ -3%, 17%
- CCCCc1nc2sc3c(c2c(=O)[nH]1)CC(C)(C)OC3
→ -9%, -14%
- Cc1cc(=O)n2[nH]c(Nc3cccc(Cl)c3)nc2n1
→ -7%, -9%
- Cc1ccc(S(=O)(=O)Nc2c(O)ccc3ccccc23)cc1
→ -14%, ?
- C[C@H](CO)N1C[C@H](C)[C@@H](CN(C)S(=O)(=O)c2ccccc2)Oc2ccc(NS(=O)(=O)c3cccs3)cc2C1=O
→ -8%, -5%
- C[C@H](CO)N1C[C@H](C)[C@@H](CN(C)Cc2ccc(Cl)c(Cl)c2)Oc2c(NC(=O)c3ccncc3)cccc2C1=O
→ -2%, ?
- O=C1NC(=O)C2(Br)Nc3ccc(Br)cc3C(=O)C2N1 (stereo unspecified)
→ 5%, 13%
- COc1cc(C(=O)Nc2cc(S(=O)(=O)N3CCOCC3)ccc2N2CCN(C)CC2)cc(OC)c1OC
→ 5%, 16%
- CC(=O)Oc1ccc(C(=O)Nn2cnnc2)cc1
→ 4%, 7%

The results go on:
Sequence of screens: Tb PYK inh, HCV inhibitor
- CC1CCCC(NC(=O)CSc2n[nH]c(N)n2)C1C (stereo unspecified)
→ 8%, 9%
- O=C(Nc1cccc(S(=O)(=O)NC2=NCCC2)c1)c1cn(-c2ccccc2)nc1-c1ccc(F)cc1
→ -9%, 11µM*
- O=C(Nc1ccccc1)Oc1cccc2cccnc12
→ 0%, ?
- CCOc1ccc(C(C)NC(=O)C2CCN(S(=O)(=O)c3ccc(OC)cc3)CC2)cc1OCC (stereo unspecified)
→ 2%, -24%
- O=C1c2ccccc2C(=O)C12OC(c1ccccc1)C1(C(=O)c3ccccc3C1=O)C2c1ccc([N+](=O)[O-])cc1 (stereo unspecified)
→ -8%, 17%
- CCN(CC)c1ccc(S(=O)(=O)N2CCOCC2)cc1NC(=O)COC(=O)/C=C/c1ccco1
→ -4%, -22%
- O=C(COC(=O)[C@@H]1CCCN1C(=O)c1cccs1)Nc1ccc(Br)cc1
→ 0%, 7%
- Nc1ncc(S(=O)(=O)c2ccc([N+](=O)[O-])cc2)s1
→ -8%, 3%
- CC(C)(Oc1ccc(F)cc1)C(=O)OCC(=O)c1ccc(S(C)(=O)=O)cc1
→ 8%, 4%
- CCC(CN(C)C)Oc1cc(NCc2ccccc2)c2ncn(C(C)C)c2c1 (stereo unspecified)
→ -3%, ?
- C=CCNc1cccc(Br)c1
→ -9%, 21%
- COc1ccc(C(=O)OCC(=O)Nc2c(C)n(C)n(-c3ccccc3)c2=O)cc1
→ -2%, -12%
- C=C1CCN(c2ccc(C(=O)O)cc2[N+](=O)[O-])CC1
→ 1%, -5%
- N#Cc1ccc(C(=O)N2CCC3CC2c2cc(-c4ccccc4)ccc23)cc1 (stereo unspecified)
→ 5%, ?
- Cc1c(NC(=O)C(C)OC(=O)c2ccc([N+](=O)[O-])cc2Cl)c(=O)n(-c2ccccc2)n1C (stereo unspecified)
→ 5%, 7%
- Cc1cc(=O)oc2cc(Oc3ccc([N+](=O)[O-])cc3C(F)(F)F)ccc12
→ 1%, -11%
- N#CC(CCc1ccc([N+](=O)[O-])cc1)(CCc1ccc([N+](=O)[O-])cc1)C(N)=O
→ 11%, -27%
- COC(=O)C1=CO[C@H](C)[C@H]2CN3CC[C@@]4(C(=O)Nc5ccccc54)[C@@H]3C[C@H]12
→ 2%, -20%
- O=C1C=CC(=O)N1c1ccc(Nc2ccccc2)cc1
→ ?, 4%
- O=[N+]([O-])c1ccc(NN=CCCc2ccccc2)nc1
→ 2%, ?
- c1c[nH]c(CN2CCN(Cc3ncc[nH]3)CC2)n1
→ 0%, 33%[activator]
- CC(=O)Nc1ccc(S(=O)(=O)Nc2nc3ccccc3nc2N2CCOCC2)cc1
→ -10%, 10%
- CC(=O)Nc1ccc(NC(=O)c2ccc(N(Cc3ccccc3C)S(C)(=O)=O)cc2)cc1
→ -11%, 14%

Assay outcomes (PubChem BioAssay)
